Bioassay records: PubChem, several laboratories
PGE2 EP2 inh = human EP2 receptor antagonists, primary screen, TR-FRET cAMP, C6 glioma cells; C6 glioma cells expressing human EP2; cells stimulated with saturating PGE2; inhibition, % at 25 µM; 260,000 tested, 0.52% active; AID 1422, 2008;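 active = percent inhibition above 40 after rounding to a whole number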;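 note: rat C6 glioma host cells with rolipram phosphodiesterase inhibitor present; the protocol text gives 20 µM as final concentration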
Target sequence (P43116 whole entry, looked up): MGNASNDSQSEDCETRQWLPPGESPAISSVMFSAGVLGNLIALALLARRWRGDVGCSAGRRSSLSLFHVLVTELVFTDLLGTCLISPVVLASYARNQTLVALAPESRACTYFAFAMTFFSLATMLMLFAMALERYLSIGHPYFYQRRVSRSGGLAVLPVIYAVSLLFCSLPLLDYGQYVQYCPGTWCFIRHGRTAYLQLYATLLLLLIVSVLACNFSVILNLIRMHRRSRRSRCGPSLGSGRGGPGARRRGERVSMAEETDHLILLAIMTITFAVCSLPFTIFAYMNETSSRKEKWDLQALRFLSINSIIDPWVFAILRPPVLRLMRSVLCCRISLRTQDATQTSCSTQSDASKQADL
Ba/F3 V617F tox = reduced viability of JAK2V617F-dependent Ba/F3 cells, primary screen, JAK2V617F inhibitor project, cell-based, Ba/F3 EpoR-JAK2V617F, luminescence; ATP luminescence; inhibition, % at 5.6 µM; 220,000 tested, 1.1% active; AID 1446, 2008;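 active = inhibition above the campaign mean plus 3 SD over all tested compounds, cut at about 24% in these data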;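 note: cytokine-independent growth of Ba/F3 cells driven by EpoR plus mutant JAK2; 0% = DMSO-treated cells and 100% = JAK inhibitor I control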
TbHK1 inh = Trypanosoma brucei hexokinase 1 inhibitors, primary screen, biochemical, G6PDH-coupled NADH absorbance, MLSCN library; hexokinase 1 [Trypanosoma brucei]; recombinant TbHK1, G6PDH-coupled NADH A340; inhibition, % at 10 µM; 220,000 tested, 0.11% active;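 active = inhibition of 50% or more in the single-dose primary screen; inactive = inhibition below 50%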
p47phox inh = p47phox/p22phox peptide binding inhibitors, primary screen, biochemical, uHTS, NADPH oxidase regulatory subunit. Neutrophil cytosol factor 1 (Homo sapiens), P14598. fluorescence polarization, 2 h. inhibition, % at 24.7 µM. 220,000 tested, 0.53% active. AID 1274, 2008;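 active = inhibition above about 30%, limit read from the data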;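 note: 0% = p47phox with labelled peptide and 100% = labelled peptide alone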
PPC-1+TRAIL kill = compounds killing PPC-1 cancer cells with TRAIL present, primary screen, TRAIL potentiator project, ATPLite luminescence, uHTS | PPC-1 cells + TRAIL, ATPLite viability luminescence | cell killing (% activity), % at 4 µM | 220,000 tested, 0.41% active;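 active = cell killing above 50% in the first pass at 4 µM, then a duplicate retest at 5 µM averaging 50% or more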;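 note: plate controls were cells with TRAIL plus DMSO for no effect and medium-only wells lacking cells for full effect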
p97 inhibitor = inhibitors of human p97 ATPase, primary screen, biochemical; inhibition, % at 8 µM; 220,000 tested, 0.42% active; recombinant p97 ATPase, Kinase-Glo ATP luminescence, 3 h; in the data active = inhibition above about 15%;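 note: 0% = DMSO vehicle and 100% = wells lacking enzyme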
Furin inh = human furin inhibitors, primary screen, biochemical, fluorescence intensity; P09958; purified furin, fluorogenic substrate cleavage; inhibition, % at 30 µM; 220,000 tested, 0.061% active; AID 463115, 2010; in the data active = inhibition above about 25%; note: inactives centre near -15
Target sequence (P09958 108-714 limits assumed): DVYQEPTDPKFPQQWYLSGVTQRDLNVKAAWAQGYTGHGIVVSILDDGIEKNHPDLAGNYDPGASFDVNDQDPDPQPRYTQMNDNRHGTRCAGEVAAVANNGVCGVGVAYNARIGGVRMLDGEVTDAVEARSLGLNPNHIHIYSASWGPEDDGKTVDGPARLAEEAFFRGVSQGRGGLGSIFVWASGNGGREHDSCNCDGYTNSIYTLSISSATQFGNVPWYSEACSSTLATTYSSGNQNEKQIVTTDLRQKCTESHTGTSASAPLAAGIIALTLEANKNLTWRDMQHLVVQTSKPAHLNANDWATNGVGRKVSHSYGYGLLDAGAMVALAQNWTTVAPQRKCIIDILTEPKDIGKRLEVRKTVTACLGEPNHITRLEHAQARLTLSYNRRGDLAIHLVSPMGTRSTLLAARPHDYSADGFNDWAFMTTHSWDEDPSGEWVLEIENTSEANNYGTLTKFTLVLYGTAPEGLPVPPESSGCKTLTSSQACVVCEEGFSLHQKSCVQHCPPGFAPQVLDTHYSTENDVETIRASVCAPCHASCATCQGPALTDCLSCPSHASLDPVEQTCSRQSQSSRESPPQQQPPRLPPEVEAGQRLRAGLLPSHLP
BaF3 parental = parental Ba/F3 cell viability inhibition, counter-screen for JAK2V617F inhibitor project, murine pro-B, CellTiter-Glo luminescence; CellTiter-Glo ATP luminescence; inhibition, % at 5.6 µM; 220,000 tested, 1.1% active; AID 1486, 2009;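 active = inhibition above a per-campaign cutoff, the mean inhibition of all tested compounds plus 3 SD, cut at about 27% in these data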;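 note: 0% = DMSO wells and 100% = JAK Inhibitor I control wells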
RBBP9 inh = human RBBP9 inhibitors, primary screen, biochemical, fluorescence polarization, FP-Rh probe, HTS. Serine hydrolase RBBP9 (Homo sapiens), O75884. recombinant RBBP9. inhibition, % at 7.94 µM. 220,000 tested, 0.2% active. AID 1515, 2009;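 active = inhibition above the campaign mean of all tested compounds plus 3 SD, cut at about 14% in these data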;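 note: plate controls were DMSO wells with RBBP9 for no effect and wells lacking RBBP9 protein for full effect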
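System: RBBP9 protein / Buffer or medium: Tris/NaCl buffer pH 8.0 with 0.1% Pluronic / Probe or stimulus: Serine-hydrolase probe FP-Rh, 375 nM pre-mixing / Dosing: 7.94 µM single dose, 0.794% DMSO / Times: enzyme-compound preincubation 30 min, then probe labeling 45 min, 25 °C / Technique: fluorescence polarization (mP), excitation 525 nm, emission 598 nm / Replication: singlicate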
* hit, by the source's call; x = no result given; & = joins results of further samples; [ ] = dose if it differs, or a comment. A portion of the library. The share of hits here may be higher or lower than overall.

SMILES	PGE2 EP2 inh	Ba/F3 V617F tox	TbHK1 inh	p47phox inh	PPC-1+TRAIL kill	p97 inhibitor	Furin inh	BaF3 parental	RBBP9 inh
CCC(C)NC(=O)CSc1nnc(-c2cc(-c3ccc(C)cc3)nc3ccccc23)n1N (stereo unspecified)	7.3	2.8	-17.9	2.1	-20.2	-4.3	-3.9[20 µM]	7.8	-7.3
Cc1ccc(NC(=O)C2CCCN(S(=O)(=O)c3cnc[nH]3)C2)cc1F (stereo unspecified)	19.4	-0.1	4.7	-10.3	-7.7	5.6	-4.6	4.4	-3.7
O=C(CCCCCN1C(=O)c2cccc3cccc(c23)C1=O)NCc1ccco1	8.1	-5.2	-13.8	-14.8	4.0	9.7	-14.0	3.4	-9.7
O=C(/C=C\Nc1ccccc1Br)c1ccc2c(c1)OCO2	11.6	5.5	-0.9	-12.7	93.4*[5 µM]	-6.1	-7.8	6.1	-11.3
Cc1ccc(OCc2ccc(C(=O)Nc3nccs3)o2)cc1C	12.1	3.2	-3.1	-47.5	-5.8	-2.5	-23.8[20 µM]	9.0	-6.0
S=c1[nH]nc(-c2cccs2)n1Cc1ccccc1	8.2	1.0	-5.1	-1.1	25.8	1.6	-3.2	0.0	-8.7
Cc1ccc(C(C)C)c(OCCN(C)C)c1	11.0	-0.3	-4.8	-0.1	13.9	1.2	1.7[20 µM]	5.4	-1.6
S=C(Nc1ccc2nc(-c3ccccn3)c(-c3ccccn3)nc2c1)N1CCCCC1	14.0	-1.1	-18.3	2.2	x	1.1	-13.3	-0.5	-5.1
COc1ccc2nc(C)c3cc(C)oc3c2c1	14.8	-4.7	-2.6	-3.4	-2.1	-2.0	-7.5[20 µM]	3.0	-2.8
COc1ccc(NC(=O)CS(=O)CC(=O)NCc2cccc(C(F)(F)F)c2)cc1 (stereo unspecified)	6.4	-1.1	-0.2	1.5	2.8	1.6	-27.1	2.5	-3.4
Cc1ccc(OCC(=O)c2cc(C)n(CC(F)(F)F)c2C)c([N+](=O)[O-])n1	7.1	0.9	-2.9	-9.5	15.2	2.8	-18.3	5.5	-3.3
CCOC(=O)c1c(C)[nH]c(C(=O)COC(=O)c2ccc(N3CCCC3=O)cc2)c1C	16.1	0.1	2.9	-0.1	9.1	7.6	-25.4	4.1	-7.5
COc1ccc(C2C3C(=O)N(Cc4ccccc4)C(=O)C3ON2c2ccccc2)c(OC)c1OC (stereo unspecified)	x	2.0	5.8	-5.3	-15.2	3.5	-11.0	1.6	-8.5
Cc1occc1C(=O)N/N=C/C=C/c1ccccc1	4.9	2.9	-52.0	0.4	5.8	-3.1	-8.2	5.2	-3.0
O=c1oc2ccccc2c(NCCO)c1[N+](=O)[O-]	1.8	-2.2	-14.7	-7.1	8.4	0.9	-11.3	-1.1	0.2
O=S(=O)(O)C1CCNCC1	15.4	1.4	7.4	8.4	16.5	-1.9	-6.5	4.2	-4.5
COC(=O)c1c(NC(=S)Nc2ccc(C(=O)N3CCOCC3)cc2)sc2c1CCC2	13.6	-1.8	-18.4	-29.7	2.5	7.9	-11.9	4.0	-3.4
O=C(NCCN1CCOCC1)c1ccc(-c2ccccc2)cc1	2.4	-2.9	0.5	1.1	0.5	4.7	-19.9[20 µM]	2.7	-3.6
S=c1nc(-c2cc(Cl)cc(Cl)c2)[nH][nH]1	22.6	-0.7	5.7	-3.8	-3.3	7.3	-13.0	2.8	-10.0
O=c1c2ccccc2[nH]c(=S)n1CC1CCCO1 (stereo unspecified)	9.8	-1.7	-2.4	x	x	-1.4	-23.1[20 µM]	3.3	-6.5
COc1cccc(CC2(CO)CCCN(Cc3sc(N4CCCC4)nc3Cl)C2)c1 (stereo unspecified)	10.2	-1.2	-5.0	5.3	14.0	0.1	-28.4	4.0	-1.5
CCOc1ccc(-n2cnnn2)cc1S(=O)(=O)N1CCC(C)CC1C (stereo unspecified)	4.5	-1.6	1.5	-5.5	-0.5	0.1	-29.5	-1.2	11.0
C/C(=N\NC(=S)NCc1ccccc1)c1ccc(Br)cc1	6.9	0.1	0.8	-21.0	6.9	-0.2	-24.1	2.7	0.5
Cc1ccccc1NC(=S)c1nc2ccccc2[nH]1	1.4	1.7	41.1	-12.8	20.8	-0.2	8.9	6.2	-7.1

Record cards, as listed above:
O=S(=O)(O)C1CCNCC1 in the list: PGE2 EP2 inh: 15.4; Ba/F3 V617F tox: 1.4; TbHK1 inh: 7.4; p47phox inh: 8.4; PPC-1+TRAIL kill: 16.5; p97 inhibitor: -1.9; Furin inh: -6.5; BaF3 parental: 4.2; RBBP9 inh: -4.5
O=C(NCCN1CCOCC1)c1ccc(-c2ccccc2)cc1 in the list: PGE2 EP2 inh: 2.4; Ba/F3 V617F tox: -2.9; TbHK1 inh: 0.5; p47phox inh: 1.1; PPC-1+TRAIL kill: 0.5; p97 inhibitor: 4.7; Furin inh: -19.9[20 µM]; BaF3 parental: 2.7; RBBP9 inh: -3.6

Next records:
SMILES	PGE2 EP2 inh	Ba/F3 V617F tox	TbHK1 inh	p47phox inh	PPC-1+TRAIL kill	p97 inhibitor	Furin inh	BaF3 parental	RBBP9 inh
CC(C)OC(=O)CSc1nc2cccnc2n1-c1ccc(F)cc1	8.0&6.6	5.6	-71.5	-4.2	18.5	-5.2	-7.5[20 µM]	8.4	1.4
Cc1cc(C)nc(Nc2nc(=O)c3ccccc3s2)n1	10.2	-0.1	-8.2	2.0	12.5	1.1	-9.5	6.0	-5.4
COc1cccc(/C=C/C(=O)NCCc2ccc(OC)c(OC)c2)c1	5.8	-2.9	-0.4	-5.6	9.5	3.2	-13.8	2.6	-7.4
CCCn1c(=O)c(C(=O)NNS(=O)(=O)c2ccc(C)cc2)c(O)c2ccccc21	7.3	-1.6	-4.6	-21.5	9.6	6.7	-17.2	4.2	-7.0
Cn1ccnc1SCC(=O)Nc1ccc2nc(SCC(=O)NC3CC3)sc2c1	7.1	2.2	-2.5	-17.9	-7.0	-1.2	-22.4[20 µM]	6.3	1.2
CCCCCCCC(=O)NNC(=O)c1c(O)c2ccccc2n(CC)c1=O	6.1	4.4	2.7	4.3	0.5	-2.0	-8.3	3.0	-8.3
O=C(CSc1nnc(-c2ccccn2)n1Cc1ccccc1)Nc1ccc2c(c1)OCO2	24.2	-4.1	-1.7	-7.9	14.7	0.4	-35.2	-0.9	-2.4
O=c1[nH]c(=O)n(Cc2ccccc2)c2c1C(C(F)(F)F)(C(F)(F)F)N=C(c1ccco1)N2	4.2	3.8	-20.8	-12.3	-2.9	-2.3	-11.0[20 µM]	4.6	-4.5
N#C/C(=C(/O)COc1ccc(Cl)cc1)c1nc2ccccc2s1	14.1	0.8	-36.2	-25.9	0.2	2.0	-26.2	6.4	-8.0
CCN(CC)S(=O)(=O)c1cc(NC(=O)C(C)N2CCc3ccccc32)ccc1C (stereo unspecified)	11.5	-3.2	-2.6	-16.3	14.2	-0.8	-10.3	2.7	-2.9
O=c1oc(/C=C/c2ccco2)nc2sc3c(c12)CCC3	x	7.6	7.7	-21.3	7.4	-6.2	3.4[20 µM]	8.6	-6.5
N#CCCN(Cc1ccncc1)C(=S)NC1CC2C=CC1C2 (stereo unspecified)	14.4	-7.1	-1.7	11.4	21.7	7.5	-11.0	1.7	-2.3
CCN(CC(=O)Nc1ccc(OC)cc1)CC(=O)Nc1ccc(Br)cc1F	0.5	3.4	4.2	x	3.4	-0.9	-30.9	3.8	-0.5
CCCC[C@H](CN(N=O)[C@@H](Cc1ccccc1)CN(C)N=O)N(CCc1ccccc1)N=O	16.2	-0.6	5.3	-9.5	4.0	-14.5	-6.8	-1.4	-0.2
C=CCn1c(C)cc(C(=O)CSc2nnc(Cc3ccccc3)o2)c1C	5.7	0.0	-12.9	-8.1	7.2	-4.5	-20.9	3.5	-3.6
O=c1c(-c2ccccc2)coc2cc(O)ccc12	13.4	-1.8	-22.0	-9.2	23.3	2.4	-17.8	0.3	2.2
Cc1occc1C(=O)Nc1ccc(OCc2ccccc2)cc1	8.4	4.6	-6.1	-11.7	x	-13.5	-23.6	11.8	-0.9
CCN1CCN(CCCOc2ccc(Cl)cc2Br)CC1	2.6	5.6	4.2	1.7	5.4	2.1	-22.0	6.5	-2.7
Cn1c(SCC(=O)NC2CCCCC2)nnc1-c1cc2cc(Cl)ccc2o1	7.8	-1.3	0.7	-8.0	-4.4	3.2	-19.0[20 µM]	1.1	-7.2
O=S1(=O)N=C(N(CCO)/N=C/c2ccncc2)c2ccccc21	10.8	1.2	-21.3	-6.2	12.3	4.0	-7.3	6.0	-12.6
CC1=NN(c2ccccc2)C(=O)/C1=C\C=C1\N(C)c2ccccc2C1(C)C	6.6	-0.6	-0.3	-44.0	23.5	-1.8	5.6	2.3	-5.3
O=[N+]([O-])c1ccc(-c2nnc(CNC3CCCC3)o2)cc1	8.0	4.7	-2.6	2.4	-10.3	-3.4	-20.3	1.6	-2.3
Cc1n[nH]c(C)c1CCC(=O)N/N=C/c1cccc([N+](=O)[O-])c1	7.1	-2.4	-5.6	-5.8	33.1	7.3	-26.1	3.1	-7.9
CCC(C)NS(=O)(=O)c1ccc(OC)c(Cl)c1Cl (stereo unspecified)	11.4	-3.2	1.1	-15.2	16.1	4.3	-15.8[20 µM]	-0.2	5.5
O=C(CC(O)(C(F)(F)F)C(F)(F)F)Nc1ccc(Cl)c(Cl)c1	2.9	12.6	4.1	-18.7	-7.2	3.8	-6.2[20 µM]	12.6	-0.8
Cc1cc(C)c(NC(=O)NC(=O)C(Cl)(Cl)Cl)c(C)c1	9.1	-2.2	1.7	-2.4	2.8	2.5	-20.8	0.1	-0.1
CCc1cccc(OCCCCNCCCOC)c1	8.1	0.3	19.8	-4.6	23.2	-1.3	-10.5	5.2	-0.8
O=C(CSc1ccccn1)Nc1ccc2c(c1)C(=O)c1ccccc1C2=O	10.2	0.7	8.5	8.1	36.7	1.4	-18.5	3.9	5.8
COc1cc(/C=C/C(=O)N2CCCC2)cc(OC)c1OC	8.5	0.0	-6.5	-0.5	5.9	0.0	-12.9	2.5	-2.4
CCOc1ccc(N(CC)C(=O)COc2cc(=O)n(C)c3ccccc23)cc1	9.3	1.7	-1.9	-35.8	16.9	-2.6	-19.1	3.2	-5.3
CC(C)CC(NC(=O)CC12CC3CC(CC(C3)C1)C2)C(=O)NC1=NCCS1 (stereo unspecified)	4.1	-0.7	-13.4	4.9	-3.3	-1.9	-17.7	0.4	-10.3
O=C(CCSc1nnc(-c2ccco2)o1)N1CCOCC1	3.9	-2.9	16.9	1.7	6.8	6.1	-28.2	-1.1	-5.8
Cc1ccc(NC(=S)N2CCOCC2)cc1	6.6	-5.9	4.1	10.5	9.5	9.1	-21.8	-1.1	0.1
COC(=O)CN(c1ccccc1)S(=O)(=O)c1ccc(F)cc1	17.9	-2.6	3.2	-9.7	4.7	-3.0	-13.4[20 µM]	0.8	-8.0
